V1R ag counter – V1a receptor agonism, counter-screen for OXTR agonists. activation, % at 3 µM. AID 2797. CHO-V1R cells, Fluo-8 calcium fluorescence, agonist mode; 0% DMSO, 100% 3 nM vasopressin. P37288. hit rate 0.25% among 320,000;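 active = activation above the mean activation of all tested compounds plus 3 SD, per screening run, cut at about 20% in these data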;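 note: signal is peak over basal fluorescence ratio across a 100 second FLIPR read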
Target sequence (P37288 whole entry, looked up): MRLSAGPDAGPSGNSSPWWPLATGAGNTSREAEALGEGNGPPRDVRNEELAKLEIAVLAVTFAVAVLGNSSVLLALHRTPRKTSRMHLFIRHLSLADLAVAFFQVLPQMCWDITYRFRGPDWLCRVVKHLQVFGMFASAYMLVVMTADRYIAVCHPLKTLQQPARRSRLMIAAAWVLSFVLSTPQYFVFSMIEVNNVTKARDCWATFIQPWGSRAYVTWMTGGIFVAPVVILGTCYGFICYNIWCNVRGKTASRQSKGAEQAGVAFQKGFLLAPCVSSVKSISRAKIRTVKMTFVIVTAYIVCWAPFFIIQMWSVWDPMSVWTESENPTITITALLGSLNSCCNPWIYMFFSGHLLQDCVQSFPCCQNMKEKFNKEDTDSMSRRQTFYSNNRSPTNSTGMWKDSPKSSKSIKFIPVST
TAAR1 agonist – human TAAR1 agonism. CHO RD-HGA16 TAAR1, Fluo-8 calcium fluorescence; vehicle wells 0%, saturating PEA agonist 100%. activation, % at 3 µM. hit rate 0.99% among 360,000. AID 624467;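 active = activation above the mean activation of all test compounds in the run plus 3 SD, cut at about 38% in these data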
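System: CHO RD-HGA16 cells carrying human TAAR1 plus Gα16; Incubation: 17-24 h seeding, 75 min 37 °C dye, 30 min RT; Measured by: Fluo-8 fluorescence, 5 s baseline then 140 s kinetic read; Control set: DMSO and PEA EC100; Replication: single well for each compound.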
OXTR ag – agonists of human oxytocin receptor; P30559; CHO-OTR cells, Fluo-8 calcium fluorescence; normalized: DMSO 0%, oxytocin 100%; activation, % at 3 µM; hit rate 0.32% among 320,000; AID 2435;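 active = activation above the mean of all tested compounds plus 3 SD, cutoff set per screening run, cut at about 20% in these data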;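 note: peak over basal fluorescence ratio from a 100 s FLIPR kinetic read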
Target sequence (P30559 whole entry, looked up): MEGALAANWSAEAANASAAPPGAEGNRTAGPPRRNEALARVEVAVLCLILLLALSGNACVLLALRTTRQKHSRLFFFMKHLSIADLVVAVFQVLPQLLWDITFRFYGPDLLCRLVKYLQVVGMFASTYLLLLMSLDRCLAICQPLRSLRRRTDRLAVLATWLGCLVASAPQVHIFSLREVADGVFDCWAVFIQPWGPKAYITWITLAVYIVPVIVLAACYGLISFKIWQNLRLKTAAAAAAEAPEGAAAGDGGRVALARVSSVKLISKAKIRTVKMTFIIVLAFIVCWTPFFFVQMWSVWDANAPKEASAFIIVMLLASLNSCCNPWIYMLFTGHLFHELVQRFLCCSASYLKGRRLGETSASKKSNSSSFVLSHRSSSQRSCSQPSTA
TAAR1 antag – human TAAR1 antagonism; hit rate 1.5% among 360,000; Q96RJ0; AID 624466; CHO RD-HGA16 TAAR1, Fluo-8 calcium fluorescence, antagonist; inhibition, % at 3 µM;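 active = inhibition above a per-plate cutoff, the mean inhibition of test compounds on that plate plus 3 SD, cut at about 49% in these data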;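 note: 0% = DMSO plus EC80 beta-PEA response and 100% = DMSO alone without agonist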
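System: CHO RD-HGA16 cells bearing hTAAR1. Reagent: EC80 β-phenethylamine stimulus. Schedule: seeding 17-24 h prior, 75-min 37 °C, 30-min RT dye loading. Signal: Fluo-8 intracellular calcium dye fluorescence, real-time kinetic reads. Read-out: % inhibition from peak post-agonist over basal fluorescence ratio. Benchmarks: vehicle wells and EC80 agonist wells. Replicates: n of 1.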
CHO parental Ca – counter-screen: ATP calcium response change in parental CHO cells | parental CHO-K1, ATP-induced calcium, Fluo-8 fluorescence | inhibition, % at 5.6 µM | hit rate 0.63% among 330,000 | AID 463079;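 active = inhibition above that plate's mean sample inhibition plus 3 SD, cut at about 26% in these data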;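 note: 0% = ATP-challenged DMSO wells and 100% = DMSO wells without ATP; some compounds past the cut are filed as inactive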
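test system = CHO parental line | reagent = ATP stimulus | measured by = intracellular calcium via Fluo-8 no-wash fluorescent dye | control set = ATP and no-ATP DMSO wells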
M1 antag – blocks human M1 muscarinic receptor; P11229; CHO-K1 hM1, Fluo-8 calcium fluorescence, ACh EC80 antagonist; inhibition, % at 3 µM; hit rate 1.3% among 360,000; AID 588852;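 active = percent inhibition above its own plate's cutoff, namely the mean of that plate's compound wells plus 3 SD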;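 note: peak over basal fluorescence ratio during 140 s after agonist addition; 0% = ACh EC80 plus DMSO and 100% = DMSO alone without agonist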
OXTR potentiate – potentiators of human oxytocin receptor; AID 2445; P30559; CHO-OTR cells, Fluo-8 calcium fluorescence, potentiator mode; 0% = oxytocin EC15, 100% = EC100; hit rate 0.061% among 320,000; activation, % at 3 µM;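 active = activation above that plate's cutoff, the mean activation of tested compounds plus 3 SD, cut at about 6.6% in these data, passing the limit was not always enough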;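 note: 100% uses oxytocin at 75 nM as the full agonist control; some results filed as inactive read as strong as hits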
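test system = CHO-OTR cells, human receptor | compound = single-point 3.0 µM | schedule = 6 min compound pre-incubation at room temperature, 100 s kinetic read | signal = Fluo-8 no-wash calcium dye fluorescence, excitation 470-495 nm, emission 515-575 nm | repeats = single well per compound, singlicate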
M1 ag – agonists of human M1 muscarinic receptor | P11229 | CHO-K1 hM1, Fluo-8 calcium fluorescence, agonist mode; 0% DMSO, 100% acetylcholine EC100 | activation, % at 3 µM | hit rate 0.33% among 360,000 | AID 588814;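 active = activation above the run's mean compound activation plus 3 SD, cut at about 16% in these data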;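 note: peak over basal fluorescence ratio within a 140 s kinetic read after compound addition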
CHRM1 PAM – human CHRM1 positive allosteric modulation. CHO-K1 hM1, Fluo-8 calcium fluorescence, ACh EC20; 0% = ACh EC20, 100% = maximal ACh. activation, % at 3 µM. hit rate 0.088% among 360,000. AID 588819; in the data active = activation above about 19%, passing the limit was not always enough
Active calls of the source: *; x = no result given.

The first 2 entries, to show the layout:
structure,V1R ag counter,TAAR1 agonist,OXTR ag,TAAR1 antag,CHO parental Ca,M1 antag,OXTR potentiate,M1 ag,CHRM1 PAM
O=C(Nc1ccc(Cl)c(Cl)c1)c1ccncc1,6.8,21.4,10.1,13.7,-1.3,3.2,-10.7,-1.3,4.9
O=S(=O)(c1ccc(NCc2ccc(F)cc2)nc1)N1CCCC1,1.6,1.2,1.2,2.4,-16.4,5.4,-7.4,-6.8,-5.7

This part in full, repeating the preview:
structure,V1R ag counter,TAAR1 agonist,OXTR ag,TAAR1 antag,CHO parental Ca,M1 antag,OXTR potentiate,M1 ag,CHRM1 PAM
O=C(Nc1ccc(Cl)c(Cl)c1)c1ccncc1,6.8,21.4,10.1,13.7,-1.3,3.2,-10.7,-1.3,4.9
O=S(=O)(c1ccc(NCc2ccc(F)cc2)nc1)N1CCCC1,1.6,1.2,1.2,2.4,-16.4,5.4,-7.4,-6.8,-5.7
CCCCC1=CC2=C(c3ccco3)C(=O)C(C)(OC(=O)c3ccc(OC)cc3)C(=O)C2=CN1Cc1ccco1 (stereo not drawn),0.0,x,-1.7,x,-12.5,0.4,-4.7,-1.9,-1.0
O=C(Nc1cccnc1)C(Cc1ccccc1)n1cccc1 (stereo not drawn),0.6,-0.7,0.5,4.0,-2.3,-4.7,-7.1,-2.5,9.0
O=C(Nc1ccc(N2CCOCC2)c(Cl)c1)c1cc2ccccc2o1,0.4,x,-1.2,x,-8.2,22.1,-26.9,0.1,-6.9
COc1ccc(N(CC(=O)Nc2ccc(C)c(C)c2)S(=O)(=O)c2c(C)noc2C)cc1,0.7,3.4,0.8,33.3,-9.2,11.5,-9.5,-9.6,-11.9
Cc1cc(S(=O)(=O)Nc2ccc(C(=O)N3CCN(c4ccccc4O)CC3)cc2)ccc1F,8.6,17.1,8.9,26.7,1.1,15.1,-12.1,0.8,-4.9
COc1cc(C)c(Br)cc1S(=O)(=O)NCc1ccccc1,-0.1,3.5,0.4,-0.3,-0.2,-26.3,-3.1,9.3,18.7
CC(C)(C)c1ccc(C(=O)NC2CCN(Cc3ccccc3)CC2)cc1,5.7,8.7,3.4,-17.5,-10.6,-4.9,-11.9,-5.4,8.2
CCOc1cccc(-c2cc(C(=O)N3N=C(C)CC3(O)C(F)F)c3ccccc3n2)c1 (stereo not drawn),-0.1,5.4,-0.5,-14.8,-23.6,8.6,4.0,-3.6,1.0
COC(=O)c1ccccc1NC(=O)CCS(=O)(=O)c1ccc(Br)s1,-0.3,11.4,-1.3,-5.2,-18.6,-5.9,-12.8,-2.5,5.9
Cc1ccsc1/C=N/NC(=O)c1nnn(-c2nonc2N)c1-c1ccc2c(c1)OCO2,9.3,29.5,5.1,17.2,-6.0,13.5,-8.6,2.0,-3.8
O=C(NNC(=O)c1cc(-c2ccc(Cl)c(Cl)c2)nc2ccccc12)Nc1ccccc1,0.8,5.3,-0.3,29.7,-17.5,8.7,-7.0,-3.7,-2.3
Cc1cc(Cl)n2c(nc3ccccc32)c1C#N,x,9.7,x,-33.2,x,-3.9,x,-0.8,4.5
c1ccc2[nH]c(-c3nc4ccccc4[nH]3)nc2c1,0.4,8.4,0.1,5.5,-22.4,-10.1,0.8,-0.8,8.1
CCOC(=O)C[C@H]1c2ccccc2S(=O)(=O)N1c1cccc(OC)c1,1.5,14.3,-1.1,11.8,-12.6,4.2,-6.6,-7.1,4.8
O=C(COC(=O)c1ccc2c(c1)OCCO2)Nc1ccc(F)cc1,x,2.4,x,4.1,x,-9.2,x,-0.7,9.6
COc1ccc(-c2coc3cc4oc(=O)c5ccccc5c4cc23)cc1F,-0.4,5.1,0.9,8.2,-14.9,-4.5,2.8,-2.8,2.2
Cc1ccc(NNC(=O)c2c(F)cccc2Cl)cc1C,-0.3,0.2,-0.8,-30.8,-5.8,-0.3,-5.0,-3.8,-0.5
COc1ccc(C(=O)C2CCCN(C(=O)c3cccc(Cl)c3F)C2)cc1OC (stereo not drawn),4.9,8.4,2.3,-26.2,-20.2,18.4,-3.0,0.7,-7.9
COc1ccccc1/C=C1/SC(=O)N(CCC(=O)Nc2ccc(S(=O)(=O)Nc3nccs3)cc2)C1=O,-0.1,1.8,2.7,5.3,-2.0,-8.3,-15.3,-5.2,11.8
C=C(C)CNC(=O)c1ccc(OC2CCN(C(=O)COC)CC2)cc1,1.0,2.3,1.6,-10.6,4.0,-16.9,1.7,-2.6,7.4
O=C(NCCNc1nccc(C(F)(F)F)n1)c1cccs1,0.1,0.9,-0.8,-19.6,-0.7,-7.7,-6.5,-1.8,7.6
Nc1nonc1-n1nnc(C(=O)O)c1-c1cccs1,0.8,2.8,0.1,-0.1,-16.5,-1.1,-6.6,-3.8,4.3
COc1ccc(S(=O)(=O)N(C)c2ccc(C(=O)N3CCOCC3)cc2)cc1,1.1,10.4,0.9,-3.4,1.9,-26.3,-4.2,0.8,9.2
COc1ccc(Cc2nnc(SCC(=O)NC(C)c3ccccc3)o2)cc1 (stereo not drawn),0.2,3.9,1.4,-4.3,-14.2,5.9,-0.4,-3.0,-3.5
O=C(NN=C1C2CC3CC(C2)CC1C3)c1cccs1,0.0,0.9,-1.0,8.2,-12.8,9.5,-4.1,-3.5,-3.7
CCOC(=O)[C@H]1[C@H]2COc3ccc(Cl)cc3[C@@H]2N2C(=O)CN(Cc3ccc(OC)cc3)C(=O)[C@@]12C,1.5,18.4,-0.5,35.1,-21.9,4.9,-5.3,-2.9,-3.3
CC(=O)c1cccc(NC(=O)CCc2nnc3ccc(N4CCN(C)CC4)nn23)c1,-0.1,6.8,0.0,2.8,-7.1,5.5,-3.6,-4.0,0.4
O=C(O)CCCCCCCCc1cn(Cc2ccc(C(=O)c3ccccc3)cc2)nn1,7.3,8.3,5.7,6.6,-2.8,3.8,-3.4,-0.1,-0.6
O=C1NN(c2ccccc2)C(=O)/C1=C/c1ccc(-c2ccc(C(=O)O)cc2)o1,0.2,4.5,1.2,-12.8,2.5,-18.9,0.6,0.0,8.8
O=C(c1cccc([N+](=O)[O-])c1)N1CCCN(C(=O)c2cccc([N+](=O)[O-])c2)CC1,0.4,-0.8,0.4,9.7,-5.1,-10.5,-6.7,-7.2,6.1
CCOc1ccc(NC(=O)N2CCCC2C(=O)NCc2ccco2)cc1 (stereo not drawn),0.2,3.1,0.1,-15.9,-14.8,-5.4,0.2,-4.6,6.8
C=C(C)C(=O)Nc1cccc(C2=NOC3(C2)C[C@@H](C(N)=O)N(C(=O)[C@H]2CCC(=O)N2)C3)c1 (stereo partly drawn),0.6,0.2,0.4,12.7,-2.1,-4.3,0.6,-0.6,3.9
Cc1ccc(C2(C)NC(=O)N(CC(=O)NNC(=O)c3ccoc3C)C2=O)cc1 (stereo not drawn),1.5,0.1,-0.2,1.5,2.4,-9.9,-10.6,2.4,7.6
Cc1cc(NS(=O)(=O)c2ccc(NC(=O)CCCOc3ccccc3C)cc2)no1,0.2,-0.4,12.0,-28.8,-7.0,1.1,-7.0,-10.4,-0.5
CCOC(=O)NC(Nc1sc2c(c1C(=O)OC)CCN(C)C2)(C(F)(F)F)C(F)(F)F,0.8,11.3,-0.1,-2.7,-11.0,-2.0,0.7,-4.9,3.8
CCOc1ccc(OCCC(=O)OCC(=O)c2c(N)n(C)c(=O)n(C)c2=O)cc1,0.8,0.6,1.0,-13.8,-16.1,-13.3,-1.3,0.3,12.2
Cn1c(=O)c(S(=O)C2CCCCC2)c(O)c2ccccc21 (stereo not drawn),1.1,4.7,0.5,-28.0,-7.6,-13.2,3.5,1.2,14.7
Cc1ccc(S(=O)(=O)Nc2cc(C)c(O)cc2C)cc1,7.5,4.9,8.2,-7.0,-10.1,12.8,-13.2,-4.5,-17.2
CN(C(=O)COC(=O)/C=C/c1ccc2ccccc2n1)c1c(N)n(Cc2ccccc2)c(=O)[nH]c1=O,0.6,5.7,0.7,2.6,-22.4,0.0,-4.6,-2.9,0.8
O=C(OCC(=O)N1CCCc2ccccc21)c1ccc(Br)o1,0.1,10.5,-1.9,-7.7,-1.6,-0.5,-6.8,-3.0,6.3
CCC(/C=C1\Oc2ccc(OC)cc2N1C)=C\c1sc2ccccc2[n+]1CCCS(=O)(=O)[O-],x,4.3,x,-4.3,x,-5.4,x,-2.0,4.6
COc1ccccc1C(=O)N/C(=C/c1ccc(Br)cc1)C(=O)N1CCOCC1,x,1.3,x,-6.0,x,-11.5,x,-4.1,8.3
COc1ccc2c(c1)OC1(C)CC2C(C(=O)c2ccccc2OC)C(=O)N1 (stereo not drawn),-0.3,2.5,0.3,-14.5,-18.9,-3.5,-0.5,-1.2,2.0
CCOC(=O)C(=O)/C(C#N)=C/Nc1ccc(F)cc1,0.2,3.3,-0.3,6.4,-8.4,-35.7,-0.2,-1.3,2.1
CCOCCOC(=O)c1ccc(-n2cncn2)nc1,0.4,3.5,-0.6,0.1,-1.9,6.8,-4.6,-2.1,2.4
Cc1cccc(NC(=O)CN(C)C(=O)c2ccc3ccccc3n2)c1C,x,1.5,x,-20.3,x,-18.4,x,3.2,18.6

From PubChem BioAssay
